# Assay outcomes as filed in PubChem.
# TSHR antag = blocks TSH signaling through the human TSH receptor; P16473; TSHR-expressing cells, TSH-stimulated cAMP HTRF, 2 h; active compounds read low; activity change, negative = inhibition, % at 11.5 µM; hit rate 0.2% among 330,000; AID 504810;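 active = activity change below a set negative limit, meaning inhibition stronger than a set level, cut at about -70% in these data; inconclusive = activity change between two set negative limits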; also: % is scaled to controls: 0 for no effect and ±100 for the full control effect
# Target sequence (P16473 whole entry, looked up): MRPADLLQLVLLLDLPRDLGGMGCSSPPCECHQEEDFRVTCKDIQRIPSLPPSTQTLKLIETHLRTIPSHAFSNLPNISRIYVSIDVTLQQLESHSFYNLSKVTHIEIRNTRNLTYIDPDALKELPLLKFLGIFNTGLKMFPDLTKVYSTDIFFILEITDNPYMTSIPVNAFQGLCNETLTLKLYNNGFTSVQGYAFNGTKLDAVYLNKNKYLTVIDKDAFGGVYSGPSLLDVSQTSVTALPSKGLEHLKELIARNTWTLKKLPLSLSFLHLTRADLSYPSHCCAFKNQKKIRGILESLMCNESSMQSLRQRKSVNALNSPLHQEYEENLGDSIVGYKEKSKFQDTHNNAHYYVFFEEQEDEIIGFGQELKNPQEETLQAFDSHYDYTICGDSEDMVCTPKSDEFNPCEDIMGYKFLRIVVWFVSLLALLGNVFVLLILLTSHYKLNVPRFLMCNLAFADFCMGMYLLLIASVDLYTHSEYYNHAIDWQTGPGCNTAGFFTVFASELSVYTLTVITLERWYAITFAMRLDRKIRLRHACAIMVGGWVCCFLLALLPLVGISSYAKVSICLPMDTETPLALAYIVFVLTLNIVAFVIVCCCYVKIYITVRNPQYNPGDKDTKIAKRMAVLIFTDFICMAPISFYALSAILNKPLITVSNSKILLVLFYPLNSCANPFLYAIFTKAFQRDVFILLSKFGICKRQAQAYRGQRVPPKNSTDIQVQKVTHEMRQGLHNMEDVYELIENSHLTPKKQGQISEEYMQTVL
#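 Freshly harvested TSHR cells receive pin-tooled compound, then EC80 TSH at 4nM final. After 2 hours at 37 deg C, antibody in lysis buffer and cAMP-d2 are added; 30 minutes at ambient temperature precede the HTRF read.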
# GALK inh = blocks human galactokinase activity; P51570; Purified GALK, Kinase-Glo residual ATP luminescence; Potency, µM (doses to about 57.5 µM), for inactives: at the highest dose activity change, negative = inhibition, most hits filed as inhibitors; hit rate 0.007% among 270,000; AID 1868; also: potency is read from the fitted curve at half-maximal effect; % is scaled to controls: 0 for no effect and ±100 for the full control effect
#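 Galactose (100 uM) and ATP (35 uM) were turned over by 5 nM GALK for 1 h at RT. Kinase-Glo Plus then converted the remaining ATP into a luminescent signal.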
# hERG WT inh = KCNH2 (human, wildtype) channel inhibition; Q12809; U2OS, BacMam KCNH2, thallium flux FluxOr; active compounds read low; activity change, % at 1.84 µM; hit rate 0.37% among 340,000;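 active = maximum activity change below -70%; inconclusive = maximum activity change between -70% and -50%; inactive = maximum activity change above -50%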; also: % is scaled to controls: 0 for no effect and ±100 for the full control effect
#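 U2OS cells transduced with wild-type KCNH2 virus are loaded with FluxOr dye for 45 min, and thallium flux is measured in kinetic reads before and after stimulation buffer. Rate constants are normalized to DMSO controls.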
# CXXC DNA block = MLL CXXC-DNA interaction inhibition | hit rate 0.037% among 290,000 | Potency, µM (highest dose often 115 µM), without a hit: at the highest dose activity change, negative = inhibition, most hits filed as inhibitors | MLL-CXXC / FITC-HOXA9 DNA fluorescence polarization | Q03164 | AID 2662; active = well fitted inhibition curve with a large enough effect in the polarisation, with a control signal flat, not every such curve was filed as active; inconclusive = small, poorly fitted or top-dose-only effect, or effect the other way, or a change in a side signal; inactive = no such curve, though single readings can be large or run the other way; the % refers to the polarisation; also: potency is read from the fitted curve at half-maximal effect
#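 Steps: dispense CXXC domain solution (7 uM) → pin compounds or unlabeled HOX-A9 DNA control → 5 min ambient → add FLSN-HOX-A9 solution (50 nM) → spin → 30 min ambient → fluorescence polarization. Tris pH 7.5/NaCl/DTT/BSA buffer.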
# Coupling enz = coupling enzyme interference in Giardia aldolase counter-screen; coupling enzyme system counterscreen, AmpLite Red fluorescence; activity change, negative = inhibition, % at 58.2 µM, hits read low; hit rate 0.67% among 290,000; AID 2472; in the data active = activity change below about -30%; also: % is scaled to controls: 0 for no effect and ±100 for the full control effect
#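 Compounds tested against the coupling enzymes alone at 57.5 uM final; readout was AmpLite Red fluorescence (525/598 nm) after 20 min at RT.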
# Giardia kill = Giardia lamblia killing | hit rate 0.15% among 340,000 | activity change, % at 7.66 µM, hits read low | Giardia lamblia trophozoite viability; in the data active = activity change below about -80%; inconclusive = between about -30% and that limit;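 also: parasites exposed to compound for two days anaerobically before the ATP read; % is scaled to controls: 0 for no effect and ±100 for the full control effect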
#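 Luminescent ATP signal served as the viability read-out, measured 15-30 min after adding ATP detection reagent to trophozoites that had been incubated with compounds for 48 hrs at 37 deg C anaerobically at 100 cells/well.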
# TCR activator = T cell receptor activation; primary human leukocytes, anti-CD3, IL-2 HTRF, 48 h; 330,000 tested, under 10 active; AID 504894; Potency, µM (top dose mostly 9.22 µM), for the others: at the top dose activation of IL-2 secretion, most hits filed as activators; also: % of control where 0% means no effect
#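 Primary human leukocytes incubated 48 hr with anti-CD3 beads plus compound, without co-stimulation. Secreted IL-2 measured by HTRF (europium cryptate/d2 anti-IL-2 pair, 320 nm excitation, 665 nm emission).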
# Tb PFK block = blocks T. brucei phosphofructokinase. O15648. T. brucei PFK, ADP-Glo luminescence. Potency, µM (top dose mostly 57.5 µM), for inactives: top-dose activity, negative = inhibition, actives largely listed as inhibitors. hit rate 0.17% among 330,000;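 also: potency is read from the fitted curve at half-maximal effect; 0% = uninhibited 1x PFK enzyme wells and -100% = no-enzyme wells; nearly all actives have a fitted effect of over 60% in size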
#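 Compounds were pin-transferred as a titration series up to 57 uM into substrate buffer (0.5 mM F6P, 0.1 mM ATP, pH 8.0), then 1.25 nM PFK was added and reactions ran 45 min before ADP-Glo detection.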
# A-T KAP1 phos = candidate therapy for ataxia-telangiectasia; Potency, µM (doses to about 57.5 µM), without a hit: top-dose activation, most hits filed as activators; […] A-T fibroblasts, KAP-1 phosphorylation AlphaLISA; neocarzinostatin DNA damage 30 min before lysis; AID 485349; hit rate 0.19% among 320,000; also: potency is read from the fitted curve at half-maximal effect; % of control where 0% means no effect; nearly all actives have a fitted effect of over 45% in size
#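 hTERT-immortalized A-T patient fibroblasts ([…]), 500 cells/well in OPTI-MEM, 1% FBS, got compounds for 60 min, then NCS for 30 min at 37C. Lysates were then assayed for phospho-KAP-1 by AlphaLISA (anti-pKAP1 donor, anti-KAP1 acceptor beads), 6 hr at 25C.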
# BCR signal inh = chronic active BCR signaling inhibition; ABC-DLBCL IkBa-CBG/CBR reporter, luminescence ratio, 4 h; Potency, µM (series often up to 46.1 µM), for the others: at the highest dose ratio change, negative = lower green/red ratio, actives largely listed as inhibitors; hit rate 0.05% among 340,000; AID 493014; active = well fitted inhibition curve with a large enough effect in the signal ratio, with a control signal flat, not every such curve was filed as active; inconclusive = small, poorly fitted or top-dose-only effect, or effect the other way, or a change in a side signal; the % refers to the signal ratio;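 also: potency is read from the fitted curve at half-maximal effect; plate controls were basal doxycycline-induced cells for no effect and cells given 10 µM MG132 for full effect; MG132 reads +100%, hits lower the ratio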
#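 TMD8 ABC-DLBCL cells carrying doxycycline-inducible green luciferase fused to IkappaBalpha plus unfused red luciferase were exposed to compounds (up to 46 uM) for 4 hrs at 37C. Activity came from the overlap-corrected green/red luminescence ratio.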
# An asterisk follows results filed as active; ? = inconclusive; · = no result given; [ ] = remark or other dose. Unless noted, calls follow the shape of the dose curve; as a rule, active = well fitted curve in the direction sought with a large enough effect; inconclusive = small, poorly fitted or top-dose-only effect, or another doubt; inactive = no such curve, though single readings can be large; an effect the other way counts as inactive or inconclusive. The order is random, and some 1.6% of all compounds hit somewhere here.
item	molecule	TSHR antag	GALK inh	hERG WT inh	CXXC DNA block	Coupling enz
1	N#CCCN(C1CCCCC1)S(=O)(=O)c1cccc2nsnc12	11	·	-18	5%	2
2	CC(c1nc2ccccc2c(=O)[nH]1)N(C)c1ccc2ccccc2c1 (stereo not given)	-7	3%	-9	-3%	-5
3	Cc1ccc(-c2nn(-c3cccc(F)c3)cc2CNCc2cccnc2)o1	-13	-1%	-2	-4%	-1
4	CC1CCN(CCNC(=O)CN(C)S(=O)(=O)c2cccc3nsnc23)CC1	7	1%	6	-1%	0
5	Cn1c2ccccc2c(=O)c2ccc(-c3ccc4c(c3)OCO4)cc21	-7	·	·	20%	1
6	COc1ccc(NC(=O)c2ccc(Cc3ccc(C)cc3)o2)cc1	-22	0%	-21	5%	-2
7	Cn1c(SCC(=O)Nc2cccnc2Cl)nc2ccccc21	-8	·	-5	·	·
8	CC(C)(C)NC(=O)C1CCCN(S(=O)(=O)c2cccc3cccnc23)C1 (stereo not given)	-12	1%	1	0%	1
9	CCOc1cc(C=C(C#N)C#N)ccc1Oc1ccc([N+](=O)[O-])cn1	2	-7%	4	15%	-7
10	CC1CCCCN1CCCNC(=O)C1CCN(c2nnc(-n3cccc3)s2)CC1 (stereo not given)	5	3%	23	-5%	1

item	Giardia kill	TCR activator	Tb PFK block	A-T KAP1 phos	BCR signal inh
1	-8	1%[46.1 µM]	-8%	-2%	0%
2	12	3%[46.1 µM]	-3%	10%	-2%
3	16	5%	-4%	-2%	9%
4	8	3%	-1%	-4%	-1%
5	-4	-4%	-3%	22%	-8%
6	-1	-5%[46.1 µM]	2%	2%	1%
7	-11	1%[46.1 µM]	0%	-2%	?
8	-7	1%	-2%	5%	2%
9	27	-6%	3%	-1%	?
10	7	0%	-8%	-1%	-3%

# Other entries.
item	molecule	TSHR antag	GALK inh	hERG WT inh	CXXC DNA block	Coupling enz
11	O=C(O)Cc1sc(NCCc2ccccc2)nc1-c1ccc(F)cc1	7	-1%	2	19%	6
12	O=[N+]([O-])c1cc(C(F)(F)F)ccc1NC1CCN(Cc2ccccc2)CC1	-5	0%	-42	0%	-1
13	CN(C)c1ccc(/C=[N+](\[O-])C2N(c3ccccc3)C(=S)SC2(C)C)cc1 (stereo not given)	-5	2%	-13	-7%	4
14	NS(=O)(=O)c1ccc(CNC(=S)NC2CCCCC2)cc1	0	3%	4	-2%	3
15	O=C(c1c(F)cccc1F)N1CCCc2ccccc21	15	2%	-4	-5%	-2
16	C#CCOCCOCCOCCNc1nc(N2CCN(C(=O)C([C@@H](C)CC)n3cc(C(N)Cc4ccc(O)cc4)nn3)CC2)nc(N2CCN(C(=O)[C@H](CCC(=O)O)n3cc(C(N)CO)nn3)CC2)n1 (stereo not given in full)	0	8%	-10	-28%	5
17	Cc1cccc(CCNC(=O)C2CCN(S(=O)(=O)c3ccccc3)CC2)c1	-11	11%	-4	3%	3
18	CC(=O)Nc1cccc(NC(=O)c2cccc(S(=O)(=O)N3CCN(Cc4ccccc4)CC3)c2)c1	4	·	-10	·	·
19	Cc1cc(NC(=O)CSc2nnc3c4c(C)c(C)sc4ncn23)no1	28	2%	1	-2%	3
20	COC(=O)c1cc(C(=O)N(Cc2ccccc2)c2ccccn2)cc([N+](=O)[O-])c1	6	1%	·	-3%	-4

item	Giardia kill	TCR activator	Tb PFK block	A-T KAP1 phos	BCR signal inh
11	-2	-5%	0%	-16%	11%
12	-7	-9%	3%	-8%	1%
13	11	-1%[46.1 µM]	0%	-5%	3%
14	-1	3%	3%	-27%	-13%
15	30	·	2%	15%	0%
16	11	-2%	-4%	8%	0%
17	-2	-6%	-7%	1%	-3%
18	1	3%	-4%	6%	1%
19	-4	7%	4%	2%	0%
20	1	-5%[46.1 µM]	-6%	13%	1%

# Continued:
item	molecule	TSHR antag	GALK inh	hERG WT inh	CXXC DNA block	Coupling enz
21	Cc1ccc(C)c2[nH]c(=O)c(CN(Cc3cccs3)C(=S)NCc3ccco3)cc12	-1	1%	-6	32%	2
22	CCCNc1cc(C)c(C#N)c2nc3ccccc3n12	-1	0%	-2	0%	1
23	Cc1cc(Br)ccc1NC(=O)CN(C)C(=O)Cn1c(=O)cnc2ccccc21	18	3%	6	13%	·
24	Cc1cccc(NC(=O)CCCNC(=O)c2ccc(Cl)cc2)n1	-10	2%	-9	12%	·
25	CN1CCN(C(=O)CNC(=O)Cc2ccc(Cl)cc2)CC1	1	-3%	-7	-19%	-1
26	COc1cc(C(=O)OC(C)C(=O)NC2CCCCC2C)c([N+](=O)[O-])cc1OC (stereo not given)	4	·	6	·	·
27	CC(=O)Nc1ccc(S(=O)(=O)Oc2ccc(N3C(=O)C4CCCCC4C3=O)cc2)cc1 (stereo not given)	-27	-1%	0	-3%	2
28	CCOc1ccc(CNCc2ccccc2Cl)cc1	6	0%	16	-7%	2
29	COc1ccccc1/C=C/CN1CCC(CO)(Cc2ccccc2)CC1	7	5%	4	-1%	2
30	CCSc1nc(=O)n(-c2ccccc2)c(C)c1C(C)=O	-4	-3%	14	-5%	0

item	Giardia kill	TCR activator	Tb PFK block	A-T KAP1 phos	BCR signal inh
21	9	-5%	1%	2%	10%
22	5	1%[46.1 µM]	-1%	2%	11%
23	-15	-2%	5%	6%	-3%
24	-16	-3%	2%	6%	6%
25	-4	0%	1%	13%	-1%
26	-1	4%	-5%	0%	-2%
27	0	-3%	1%	-2%	0%
28	-14	-1%	2%	1%	3%
29	28	-2%	-4%	3%	-1%
30	-22	8%	-6%	-3%	-13%

# Given screen by screen: part of the list above.
23: Cc1cc(Br)ccc1NC(=O)CN(C)C(=O)Cn1c(=O)cnc2ccccc21
24: Cc1cccc(NC(=O)CCCNC(=O)c2ccc(Cl)cc2)n1
25: CN1CCN(C(=O)CNC(=O)Cc2ccc(Cl)cc2)CC1
26: COc1cc(C(=O)OC(C)C(=O)NC2CCCCC2C)c([N+](=O)[O-])cc1OC (stereo not given)
27: CC(=O)Nc1ccc(S(=O)(=O)Oc2ccc(N3C(=O)C4CCCCC4C3=O)cc2)cc1 (stereo not given)
28: CCOc1ccc(CNCc2ccccc2Cl)cc1
29: COc1ccccc1/C=C/CN1CCC(CO)(Cc2ccccc2)CC1
30: CCSc1nc(=O)n(-c2ccccc2)c(C)c1C(C)=O
Assay by compound,23,24,25,26,27,28,29,30
TSHR antag,18,-10,1,4,-27,6,7,-4
GALK inh,3%,2%,-3%,·,-1%,0%,5%,-3%
hERG WT inh,6,-9,-7,6,0,16,4,14
CXXC DNA block,13%,12%,-19%,·,-3%,-7%,-1%,-5%
Coupling enz,·,·,-1,·,2,2,2,0
Giardia kill,-15,-16,-4,-1,0,-14,28,-22
TCR activator,-2%,-3%,0%,4%,-3%,-1%,-2%,8%
Tb PFK block,5%,2%,1%,-5%,1%,2%,-4%,-6%
A-T KAP1 phos,6%,6%,13%,0%,-2%,1%,3%,-3%
BCR signal inh,-3%,6%,-1%,-2%,0%,3%,-1%,-13%

# Next structures follow:
item	molecule	TSHR antag	GALK inh	hERG WT inh	CXXC DNA block	Coupling enz
31	CC(/C=C/c1ccco1)=N\NC(=O)CNc1ccc2ccccc2c1	-4	-1%	6	17%	-7
32	COc1ccc(N2CCN(CCNC(=O)Nc3cccc(C)c3C)CC2)cc1	23	-4%	10	-17%	3
33	O=C(Cn1c(C(F)(F)F)nc2ccccc21)N/N=C/c1ccco1	-8	1%	-12	-5%	3
34	COc1ccccc1CNS(=O)(=O)c1ccc(-n2cnnn2)c(OC)c1	8	-1%	3	4%	0
35	CC(NC(=O)c1ccccc1[N+](=O)[O-])C1CC2CCC1C2 (stereo not given)	-13	3%	-2	-6%	0
36	COc1ccc(CNC(=O)C2CCCN2S(=O)(=O)c2ccc(C)cc2)cc1 (stereo not given)	-11	0%	-3	-14%	1
37	CCn1c2ccccc2c2cc(NC(=O)N3CCOCC3)ccc21	23	-3%	-1	2%	-5
38	O=C(Cn1c(=O)oc2cc(S(=O)(=O)N3CCOCC3)ccc21)N1CCc2ccccc2C1	12	3%	13	-17%	5

item	Giardia kill	TCR activator	Tb PFK block	A-T KAP1 phos	BCR signal inh
31	-10	-3%	-7%	10%	-11%
32	9	-1%	5%	-16%	-1%
33	10	-4%	1%	-7%	0%
34	-3	-5%	1%	-3%	-18%
35	5	-2%	-1%	1%	0%
36	8	·	1%	-13%	3%
37	9	0%	-9%	5%	-2%
38	-12	-1%	3%	6%	8%
